# Source: PubChem BioAssay
# NPY-Y1 antag = antagonists of human neuropeptide Y receptor Y1 | AID 1040 | P25929 | actives 1% (n = 200,000) | inhibition, % at 3.6 µM | HEK293-CNG Y1 cells, membrane potential fluorescence; NPY at EC95, then isoproterenol;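 active = inhibition above the campaign mean inhibition of all tested compounds plus 3 SD, cut at about 20% in these data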;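 note: 0% = DMSO wells given NPY plus isoproterenol and 100% = isoproterenol alone without NPY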
#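 Material: HEK293 cells with Y1 receptor plus CNG channel; times: compound incubation 1 h at room temperature, readout 45 min post-stimulation; signal: fluorescence, membrane potential probe; read-out basis: fluorescence ratio normalized to % inhibition between controls; benchmarks: full-block control isoproterenol-only wells, zero-block control NPY plus isoproterenol wells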
# NPY-Y1 PAM-ag = potentiators or agonists of human neuropeptide Y receptor Y1 | P25929 | NPY-Y1 expressing cells, potentiator/agonist activation | activation, % at 3.6 µM | actives 0.37% (n = 220,000) | AID 1304; in the data active = activation above about 33%, passing the limit was not always enough;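 note: cells stimulated with NPY at EC10 then isoproterenol at EC100; 0% = low agonist plus stimulus and 100% = saturating agonist plus stimulus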
# S1P4 antagonist = human S1P4 receptor antagonism | AID 1510 | S1P4-expressing cells, antagonist mode, reporter read-out | actives 0.26% (n = 220,000) | inhibition, % at 4.98 µM; in the data active = inhibition above about 29%;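 note: 0% = wells stimulated with agonist and 100% = vehicle wells without agonist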
# EP2 mod = modulators of human EP2 prostaglandin E2 receptor; EP2-expressing cells, cAMP HTRF FRET, PGE2 co-stimulation; induction, % at 25 µM; P43116; AID 940; actives 0.83% (n = 260,000);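 active = compounds whose cAMP rise, as percent of the full-agonist control response, exceeds 60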;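 note: rat C6 glioma line stably carrying human EP2 under a CMV promoter; the protocol text gives 20 µM as final concentration; 100% = response of wells given 1 µM PGE2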
# TRPML3 ag = human mucolipin-3 channel agonism; Q8TDD5; HEK293 TRPML3-YFP, Fluo-8 calcium fluorescence; 100% = the carbachol control signal; activation, % at 3 µM; actives 0.29% (n = 220,000); AID 1448;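 active = activation above its plate's cutoff, the mean activation of the plate's test wells plus 3 SD, cut at about 12% in these data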;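 note: 0% = DMSO only wells and 100% = carbachol wells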
#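 system = HEK293 cells stably carrying human TRPML3-YFP | doses = one concentration, 3 µM nominal, 0.3% DMSO | timing = dye loading 1 h 37 °C then 30 min ambient, 125 s read | detection = Fluo-8 calcium dye fluorescence, ex 470-495, em 515-575 nm | benchmarks = high control carbachol 87 µM, low control DMSO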
# CHOP inh = CHOP inhibition in unfolded protein response. CHO-K1 CHOP-promoter luciferase, tunicamycin-induced, 15-18 h. inhibition, % at 10 µM. actives 3.8% (n = 220,000). AID 2732;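 active = compounds that reduced the stress-induced luciferase reporter signal by more than about 70% of percent inhibition, limit read from the data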;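 note: 0% = tunicamycin plus vehicle and 100% = wells without tunicamycin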
# NPY2 pot ag = human NPY-Y2 potentiation or agonism, primary screen; P49146; cells expressing NPY-Y2, potentiator/agonist read-out; actives 0.45% (n = 220,000); AID 1359; activation, % at 3.6 µM; in the data active = activation above about 27%;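 note: cells stimulated with NPY near EC25 plus isoproterenol at EC100; 0% = vehicle plus submaximal agonist and 100% = vehicle plus saturating agonist; some results beyond the cut were filed as inactive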
# Target sequence (P49146 whole entry, looked up): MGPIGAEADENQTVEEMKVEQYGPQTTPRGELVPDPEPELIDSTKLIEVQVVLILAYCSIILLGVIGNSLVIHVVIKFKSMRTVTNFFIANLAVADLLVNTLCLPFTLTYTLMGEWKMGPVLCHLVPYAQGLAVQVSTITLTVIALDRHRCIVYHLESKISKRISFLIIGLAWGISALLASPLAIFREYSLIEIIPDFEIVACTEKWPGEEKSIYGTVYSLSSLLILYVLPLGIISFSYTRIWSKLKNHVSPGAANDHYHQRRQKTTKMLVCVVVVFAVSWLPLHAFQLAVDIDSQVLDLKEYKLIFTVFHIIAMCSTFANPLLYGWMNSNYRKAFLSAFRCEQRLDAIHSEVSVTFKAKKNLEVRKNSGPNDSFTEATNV
# TRPN1 ag = agonists of zebrafish TRPN1 channel; HEK293 zebrafish TRPN1-YFP, Fluo-8 calcium fluorescence; 100% = response to 87 µM carbachol; activation, % at 3 µM; actives 0.18% (n = 220,000);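 active = activation above its plate's cutoff, the mean activation of test wells on that plate plus 3 SD, cut at about 19% in these data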;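 note: 0% = DMSO alone and 100% = 87 µM carbachol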
#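 Material: zebrafish TRPN1-YFP in HEK293 cells. Doses: one dose of 3 µM, 0.3% DMSO. Incubation: dye 1 h 37 °C plus 30 min RT. Measured by: intracellular calcium fluorescence with Fluo-8.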
# S1P4 agonist = human S1P4 receptor agonism; O95977; S1P4-expressing cell line, agonist reporter assay; activation, % at 4.98 µM; actives 0.35% (n = 220,000); in the data active = activation above about 11%;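 note: 0% = DMSO vehicle and 100% = reference agonist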
# Numbers without * were called inactive; . = no result given.
(1) CCC(CO)n1c(SCc2cc(=O)oc3cc(C)ccc23)nc2ccccc2c1=O (stereo not drawn)
(2) COC(=O)c1cn(NC(=O)Cc2c(F)cccc2Cl)c(=O)c2ccccc12
(3) CC1=NN(C(=O)Cn2nc([N+](=O)[O-])cc2C)C(O)(C(F)(F)F)C1 (stereo not drawn)
(4) Cc1cc2ccccc2nc1Br
(5) Cc1ccc(NC(=S)NCc2ccc(S(N)(=O)=O)cc2)cc1Cl
(6) COc1ccccc1S(=O)(=O)c1ccccc1[N+](=O)[O-]
(7) CCN(CC)S(=O)(=O)c1ccc(C(=O)OCC(=O)Nc2ccc(-c3nc4ccc(C)cc4s3)cc2)cc1
(8) Cc1ncc([N+](=O)[O-])n1CCOC(=O)NC(Nc1ccc(F)cc1)C(Cl)(Cl)Cl (stereo not drawn)
assay / entry	1	2	3	4	5	6	7	8
NPY-Y1 antag	-1.4	0.0	-1.0	2.9	-6.0	-3.5	6.2	.
NPY-Y1 PAM-ag	-20.8	7.3	-12.6	14.6	-1.1	5.5	0.5	24.3
S1P4 antagonist	-12.3	0.3	-8.9	-24.5	-2.7	1.3	2.1	1.1
EP2 mod	15.7	24.6	18.0	-4.5	-82.9	12.4	-11.3	-7.3
TRPML3 ag	-0.3	-0.1	1.0	0.9	1.0	0.8	0.8	0.9
CHOP inh	37.3	11.6	9.1	-0.3	1.4	-7.3	40.1	22.6
NPY2 pot ag	-11.2	4.5	13.8	3.3	6.2	12.0	8.4	-4.9
TRPN1 ag	-2.0	-0.8	1.9	1.1	0.8	2.0	-0.8	1.6
S1P4 agonist	-1.0	1.1	0.3	0.3	1.7	2.5	-1.1	0.7

(9) CCOC(=O)c1ccc(COC(=O)c2ccc3c(c2)-c2ccccc2C3=O)cc1
(10) OC(COCc1cccs1)CN1CCN(c2cccc(Cl)c2)CC1 (stereo not drawn)
(11) CCCCCCn1c(N2CCC(C(N)=O)CC2)nc2c1c(=O)n(C)c(=O)n2C
(12) CC1=C(C(=O)OCC(Cl)(Cl)Cl)N2C(=O)C(NC(=O)Cc3ccccc3)C2SC1 (stereo not drawn)
(13) Cc1ccc(S(=O)(=O)n2c3ccc(F)cc3c3nc(C)sc32)cc1
(14) Cn1ncc2c(NNC(=O)c3ccccc3Cl)ncnc21
(15) O=C1C(Cl)=C(NS(=O)(=O)c2ccc([N+](=O)[O-])cc2)C(=O)c2ccccc21
(16) Cc1nn(S(=O)(=O)c2ccccc2)c(C)c1Sc1ccc([N+](=O)[O-])cc1
assay / entry	9	10	11	12	13	14	15	16
NPY-Y1 antag	-1.3	10.3	-2.7	-2.3	8.9	5.0	.	24.2*
NPY-Y1 PAM-ag	-9.4	-23.8	-3.5	7.5	7.3	-24.4	-20.2	-3.7
S1P4 antagonist	0.4	-32.6	-1.1	-0.7	-21.9	-12.9	-13.2	3.3
EP2 mod	-31.1	-44.2	-1.6	-66.9	94.9*	13.1	10.9	31.1
TRPML3 ag	0.3	0.1	-0.4	4.9	0.1	0.7	0.1	3.0
CHOP inh	11.0	51.0	-11.2	33.1	6.7	6.8	-126.3	80.2*
NPY2 pot ag	13.1	-3.5	-0.4	16.6	6.5	0.7	-15.9	7.0
TRPN1 ag	-0.2	-1.0	-0.3	14.0	-0.1	2.2	-0.1	-0.5
S1P4 agonist	0.3	1.1	4.2	1.6	1.0	0.0	-0.4	-0.8

(17) CN(C(=O)c1c(Br)cnn1C)C12CC3CC(CC(C3)C1)C2
(18) Cc1ccc(NC(=O)C(=O)NCCc2c[nH]c3ccccc23)cc1C
(19) COc1ccc(N2C(=O)CC(Sc3ncccc3C(=O)O)C2=O)cc1 (stereo not drawn)
(20) CCN(CCO)Cc1csc2ccc(Cl)cc12
(21) Oc1c(Cl)cc(Cl)cc1/C=C/c1ccc2cccc(O)c2n1
(22) C/C(=N\NC(=O)c1ccc(N(C)C)cc1)c1ccc(C)c(C)c1
(23) CC(Oc1ccc(Cl)cc1Cl)c1ccn[nH]1 (stereo not drawn)
assay / entry	17	18	19	20	21	22	23
NPY-Y1 antag	0.7	6.9	-3.3	3.9	-2.6	7.0	4.8
NPY-Y1 PAM-ag	-4.2	10.9	8.0	14.6	2.6	-1.2	11.1
S1P4 antagonist	-9.1	-2.9	-7.9	-16.5	1.9	-10.3	-0.1
EP2 mod	1.1	-87.8	-0.5	18.0	-43.2	-21.2	17.2
TRPML3 ag	-0.3	0.1	0.9	0.3	3.8	0.3	-0.1
CHOP inh	21.2	53.1	42.2	13.9	18.4	-0.6	-9.3
NPY2 pot ag	-17.8	13.2	-5.0	-5.6	0.0	-13.6	22.8
TRPN1 ag	-1.6	0.3	0.7	1.2	7.0	1.8	0.5
S1P4 agonist	-1.1	-0.5	-2.6	0.9	-1.1	0.5	0.8

# Some of the entries so far, with two lines to a compound:
# Every second line gives: NPY-Y1 antag | NPY-Y1 PAM-ag | S1P4 antagonist | EP2 mod | TRPML3 ag | CHOP inh | NPY2 pot ag | TRPN1 ag | S1P4 agonist
21) Oc1c(Cl)cc(Cl)cc1/C=C/c1ccc2cccc(O)c2n1
  -2.6 | 2.6 | 1.9 | -43.2 | 3.8 | 18.4 | 0.0 | 7.0 | -1.1
18) Cc1ccc(NC(=O)C(=O)NCCc2c[nH]c3ccccc23)cc1C
  6.9 | 10.9 | -2.9 | -87.8 | 0.1 | 53.1 | 13.2 | 0.3 | -0.5
19) COc1ccc(N2C(=O)CC(Sc3ncccc3C(=O)O)C2=O)cc1 (stereo not drawn)
  -3.3 | 8.0 | -7.9 | -0.5 | 0.9 | 42.2 | -5.0 | 0.7 | -2.6
17) CN(C(=O)c1c(Br)cnn1C)C12CC3CC(CC(C3)C1)C2
  0.7 | -4.2 | -9.1 | 1.1 | -0.3 | 21.2 | -17.8 | -1.6 | -1.1

# Compounds were not picked by outcome, and some 6.5% of all compounds hit somewhere here.
